# High-throughput results from PubChem BioAssay.
# Alkaline phosphatase = human TNAP enzyme inhibitors, biochemical, luminescent (AID 518) | Alkaline phosphatase, tissue-nonspecific isozyme (Homo sapiens) | purified TNAP enzyme, luminescent substrate readout; higher % means a stronger effect | inhibition, % at 20 µM; hits with a dose series show IC50 in µM | 64,000 tested, 0.09% active; in the data active = a potency from the dose series; inactive = the rest, 99 in 100 with inhibition below about 22%;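 note: plate controls were vehicle for no effect and reference inhibitor for full effect; many of its hits are not listed in these tables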
# Spn PMK inh = S. pneumoniae PMK inhibitors, primary screen, biochemical, mevalonate pathway, pilot trial included. 65,000 tested, 0.49% active. purified PMK, PK/LDH-coupled NADH absorbance 340 nm. inhibition, % at 10 µM. phosphomevalonate kinase (Streptococcus pneumoniae D39);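 active = top-ranked compounds by inhibition in the single 10 µM screen, taking a fixed number of the strongest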;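 note: 0% = full reaction with DMSO carrier and 100% = background rate without enzyme reaction; no value below 0 was filed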
# LYP inhibition = LYP phosphatase inhibitors, primary screen, biochemical, DiFMUP fluorescence, recombinant catalytic domain, 10 µM (AID 606) | Tyrosine-protein phosphatase non-receptor type 22 (Homo sapiens) | 52,000 tested, under 10 active | inhibition, % at 10 µM, or IC50 in µM where a hit was titrated | recombinant LYP catalytic domain, DiFMUP fluorescence; higher % means a stronger effect;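 active = IC50 under 40 µM in the dose-response test; inactive = IC50 of 40 µM or more, or never dose-tested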
# HT1080 viability = cytotoxicity in HT1080 fibrosarcoma cells, cell-based, fluorescence readout (AID 620); HT1080 viability, fluorescence; higher % means a stronger effect; cytotoxicity, % at 10 µM; hits with a dose series show EC50 in µM; 87,000 tested, 0.42% active;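 note: cells exposed to compound overnight then 4 h with Alamar Blue; 0% = vehicle DMSO and 100% = killing control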
# HPDE-C7 viability = cytotoxicity in HPDE-C7 cells, cell-based, fluorescence, HTS (AID 430) | HPDE-C7 pancreatic duct cells viability, fluorescence; higher % means a stronger effect | one-dose cytotoxicity, % at 10 µM; EC50 in µM for titrated hits | 63,000 tested, 1.8% active;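 note: cells exposed to compound for 48 hours before viability readout; 0% = vehicle and 100% = reference cytotoxic drug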
# Spn DPM-DC inh = S. pneumoniae DPM-DC inhibitors, primary screen, biochemical, PK/LDH-coupled NADH fluorescence; diphosphomevalonate decarboxylase (Streptococcus pneumoniae D39); purified DPM-DC; calls only at 10 µM; 65,000 tested, 0.49% active;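 active = the 320 compounds with the highest percent inhibition in the single-dose primary screen, excluding strongly autofluorescent ones, cut at about 32% in these data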;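 note: kinetic rate of NADH fluorescence loss reporting ADP formed by the decarboxylase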
# HPDE-C7K KRASV12 = cytotoxicity in KRAS-transformed pancreatic duct cells, primary screen, cell-based, fluorescence, HTS (AID 431); HPDE-C7K KRASV12 cells, Alamar Blue viability, 48 h; higher % means a stronger effect; cytotoxicity, % at 10 µM; hits with a dose series show EC50 in µM; 63,000 tested, 1.7% active;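 active = compounds whose percent cytotoxicity in the single-dose primary screen, scaled between solvent and toxic-drug controls, exceeds 50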;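 note: 0% = DMSO solvent wells and 100% = doxorubicin-treated wells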
# Bfl-1 inhibitors = Bfl-1 inhibitors, primary screen, biochemical, fluorescence polarization, FITC-Bid, mouse (AID 432). Bcl-2-related protein A1 (Mus musculus). FITC-Bid BH3 peptide fluorescence polarization displacement; higher % means a stronger effect. displacement, % at 20 µM, or IC50 in µM where a hit was titrated. 64,000 tested, 0.02% active; in the data active = a potency from the dose series; inactive = the rest, 99 in 100 with displacement below about 15%; note: strong numbers were not always called active
# Spn MK inh = S. pneumoniae MK inhibitors, primary screen, biochemical, PK/LDH-coupled NADH absorbance; 65,000 tested, 0.48% active; purified MK, PK/LDH-coupled NADH absorbance 340 nm; AID 555, 2006; inhibition, % at 10 µM;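 active = ranked among the strongest by inhibition in the single 10 µM screen, a fixed top-ranked set picked for dose follow-up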; note: no value below 0 was filed
# Spn PMK inh pilot replicates = also measured in Spn PMK inh; calls as there; inhibition, %; measured here: pilot screen replicates
# Spn MK inh pilot replicates = further read-out of Spn MK inh, marked with its call; inhibition, %; measured here: pilot screen replicates
# Spn DPM-DC inh pilot screen % = recorded beside Spn DPM-DC inh, whose call it bears; inhibition, %; measured here: pilot screen trials
# * hit, by the source's call; i = inactive; . = no result given. Cut-off read from the data, not from the text of the source, unless noted: active = cytotoxicity above about 50%; inactive = the rest.
SMILES,Alkaline phosphatase,Spn PMK inh,LYP inhibition,HT1080 viability,HPDE-C7 viability,Spn DPM-DC inh,HPDE-C7K KRASV12,Bfl-1 inhibitors,Spn MK inh,others
CCCn1c(=O)c(C(=O)NCc2ccncc2)c(O)c2ccccc21,7%,4,.,6%,12%,i,10%,4%,5,
c1ccc(OCCOc2ncnc3sccc23)cc1,9%,8,0%,2%,7%,i,6%,-3%,0,Spn PMK inh pilot replicates=0.0;Spn MK inh pilot replicates=0.0;Spn DPM-DC inh pilot screen %=0.5
Cc1[nH]nc2nc(SCC(=O)NCC3CCCO3)n(-c3ccc(Br)cc3)c(=N)c12 (stereo not drawn),.,17,-1%,3%,.,i,.,.,7,
C=CCn1c(=O)c2ccccc2n2c(SCC(=O)N3CCCc4ccccc43)nnc12,4%,18,6%,4%,-7%,i,0%,-2%,9,
c1ccn2c(SCc3cn4ccsc4n3)nnc2c1,11%,11,.,2%,-15%,i,-3%,1%,8,Spn PMK inh pilot replicates=4.5;Spn MK inh pilot replicates=4.0;Spn DPM-DC inh pilot screen %=1.5
CC(=O)Nc1ccc2c(c1)C(=O)N(C1CCCCC1)C2=O,-1%,9,-11%,5%,1%,.,-4%,-8%,7,
O=C(NCCc1ccccc1)C1CCN(S(=O)(=O)c2ccc(-c3nn[nH]n3)cc2)CC1,9%,15,0%,-6%,7%,i,-3%,0%,0,
CCOCCn1c(CN2CCCCC2)nc2c1c(=O)n(C)c(=O)n2C,-2%,1,.,6%,-20%,i,-9%,-8%,7,
CCCCn1c(=NC(=O)c2cccnc2)c(C(=O)OCC)cc2c(=O)n3ccccc3nc21,12%,11,0%,2%,-3%,.,4%,-1%,9,
CCCCOc1ccc(/C(O)=C2/C(=O)C(=O)N(CCN(C)C)C2c2ccc(O)c(OC)c2)cc1 (stereo not drawn),8%,4,4%,4%,-10%,i,-8%,5%,5,
O=C(NC1(C(F)(F)F)NC(=O)N(C2CCCC2)C1=O)C1CC1 (stereo not drawn),5%,3,18%,-2%,-27%,i,-2%,-2%,9,
N#Cc1c(SCC(=O)O)nc(N2CCCCC2)c2c1CCCC2,3%,0,-12%,14%,-8%,i,-17%,-1%,0,
CCn1c(=O)c(C(=O)NCCc2ccccc2)c(O)c2ccccc21,16%,0,.,-6%,-31%,i,-12%,2%,9,Spn PMK inh pilot replicates=0.5;Spn MK inh pilot replicates=0.0;Spn DPM-DC inh pilot screen %=1.5
COc1nc(N2CCCC2)nc(-n2cc(-c3ccccc3)nn2)n1,10%,13,1%,-1%,-9%,i,-3%,-3%,0,
CCOC(=O)N1CCc2c(sc3c2C(=O)NC(c2ccc(-c4ccc(Cl)cc4)o2)N3)C1 (stereo not drawn),12%,14,.,-7%,-6%,i,-3%,-11%,4,
CCC(Oc1ccccc1)C(=O)N1CCC(C(N)=O)CC1 (stereo not drawn),1%,9,11%,-2%,-6%,i,-13%,-5%,4,
CC(C)CCN1C(=O)c2ccc(C(=O)NCC3CCCO3)cc2C1=O (stereo not drawn),6%,6,8%,4%,-10%,i,-7%,1%,6,
Cc1ccc(CSC2=Nc3ccccc3C3=NC(CC(=O)NCc4ccco4)C(=O)N23)cc1 (stereo not drawn),8%,14,11%,-2%,1%,i,1%,-7%,9,
CC(C(=O)Nc1ccccc1-c1ccccc1)N1CCN(C(=O)c2ccco2)CC1 (stereo not drawn),9%,12,.,.,-41%,i,-23%,6%,0,Spn PMK inh pilot replicates=4.0;Spn MK inh pilot replicates=0.0;Spn DPM-DC inh pilot screen %=7.0
COCC(=O)Nc1cccc(Br)c1,3%,3,.,3%,-2%,i,-4%,1%,2,
COc1cc(OC)cc(-c2cc3nc4c(c(N5CCN(c6cnccn6)CC5)n3n2)CCCC4)c1,13%,0,-1%,26%,4%,i,5%,-5%,0,
CCc1nnc(N2CCN(c3ncnc4c3oc3ccccc34)CC2)s1,3%,5,5%,-5%,3%,i,15%,3%,12,
CCc1ccccc1N(CC(=O)Nc1cccc(N(C)S(C)(=O)=O)c1)S(C)(=O)=O,-2%,9,-4%,-3%,0%,i,-4%,0%,0,
CN(C)c1ccc(/C=C/C(O)=C2/C(=O)N(C)C3(C)CC2c2ccccc2O3)cc1 (stereo not drawn),30%,1,-21%,9%,-2%,i,10%,-57%,1,Spn PMK inh pilot replicates=2.0;Spn MK inh pilot replicates=1.0;Spn DPM-DC inh pilot screen %=2.0
N#CC1=C2C=Cc3ccccc3N2CCCC1=O,12%,12,.,16%,.,i,.,5%,3,

# Structural class, the compounds so far with an aryl thioether with sulfur outside any ring (4)
SMILES,Alkaline phosphatase,Spn PMK inh,LYP inhibition,HT1080 viability,HPDE-C7 viability,Spn DPM-DC inh,HPDE-C7K KRASV12,Bfl-1 inhibitors,Spn MK inh,others
Cc1[nH]nc2nc(SCC(=O)NCC3CCCO3)n(-c3ccc(Br)cc3)c(=N)c12 (stereo not drawn),.,17,-1%,3%,.,i,.,.,7,
C=CCn1c(=O)c2ccccc2n2c(SCC(=O)N3CCCc4ccccc43)nnc12,4%,18,6%,4%,-7%,i,0%,-2%,9,
c1ccn2c(SCc3cn4ccsc4n3)nnc2c1,11%,11,.,2%,-15%,i,-3%,1%,8,Spn PMK inh pilot replicates=4.5;Spn MK inh pilot replicates=4.0;Spn DPM-DC inh pilot screen %=1.5
N#Cc1c(SCC(=O)O)nc(N2CCCCC2)c2c1CCCC2,3%,0,-12%,14%,-8%,i,-17%,-1%,0,

# (further entries)
SMILES,Alkaline phosphatase,Spn PMK inh,LYP inhibition,HT1080 viability,HPDE-C7 viability,Spn DPM-DC inh,HPDE-C7K KRASV12,Bfl-1 inhibitors,Spn MK inh,others
Oc1ccc(-c2nc3ncccn3c2Nc2ccc3c(c2)OCO3)cc1,14%,17,5%,.,10%,i,12%,-4%,0,
O=C(NCCN1CCCCC1)c1c(O)c2ccccc2[nH]c1=O,7%,8,-9%,-11%,-2%,i,12%,-2%,7,
CCOc1ccc(N2CC(C(=O)NCCC3=CCCCC3)CC2=O)cc1 (stereo not drawn),7%,3,4%,-2%,4%,i,4%,-5%,1,
CN(C)C(=O)CSc1nc(SCC(=O)N(C)C)n(-c2ccccc2)n1,10%,8,4%,-3%,5%,i,11%,-1%,8,
CC1=C(C(=O)Nc2ccccc2)C(c2ccncc2)C(C#N)=C(SCC(=O)NC2CC2)N1 (stereo not drawn),4%,11,17%,-2%,-16%,i,-14%,1%,2,
O=C(CC1NCCNC1=O)OCCCc1ccccc1 (stereo not drawn),-3%,2,.,.,-10%,i,-6%,-8%,2,
Cc1ccc(C)n1CCN1CCN(C(=O)CSc2nc3ccccc3nc2N2CCOCC2)CC1,16%,14,1%,0%,-3%,i,1%,-9%,2,
O=C1CCC(=O)c2oc3ccccc3c2N1,9%,11,.,-7%,-6%,i,-16%,3%,8,
O=C(CCn1nc(-c2ccc(Cl)cc2)ccc1=O)NCCCN1CCCCCC1,6%,20,10%,.,-3%,i,1%,-10%,0,
O=c1c2ccccc2nc(-c2ccccc2)n1Cc1ccco1,8%,3,.,-14%,1%,i,8%,-13%,8,
Cc1ccc2c(c1)[nH]c1c(N3CCN(Cc4ccccc4)CC3)ncnc12,-7%,8,.,42%,82%*,i,107%*,7%,0,
CCOC(=O)c1cnc2c(C#N)c(C)nn2c1-c1ccccc1,8%,8,12%,-3%,2%,i,7%,-15%,10,
O=C1C2ON(c3ccccc3)C(c3cccnc3)C2C(=O)N1Cc1ccccc1 (stereo not drawn),8%,3,0%,-8%,4%,i,1%,-4%,0,
COc1ccccc1-c1nnc(SCC(=O)N2CCC(C)CC2)o1,5%,10,.,-13%,-14%,i,3%,-7%,0,
O=S(=O)(c1ccccc1F)N(Cc1ccco1)Cc1nnc(-c2ccccc2Br)o1,9%,4,.,0%,17%,i,11%,5%,6,
CCOC(=O)N1CCN(C(=O)CCCN2C(=O)CSc3nc(C)cc(C)c32)CC1,8%,14,7%,3%,-6%,i,1%,0%,25,
Cc1ccc(-c2nc3ccccc3n3nnnc23)cc1,4%,7,9%,4%,-6%,.,-1%,0%,9,
COc1ccc(OC)c(NC(=O)CSc2nnc(CNc3ccc(C)cc3C)o2)c1,2%,11,12%,12%,3%,i,6%,-2%,9,
CCOC(=O)C1=C(c2ccccc2)NC(SCC(=O)Nc2ccccc2C)=C(C#N)C1c1ccco1 (stereo not drawn),21%,8,11%,-10%,33%,i,39%,-2%,1,
CSc1cccc(NC(=O)CN2C(=O)c3ccccc3S2(=O)=O)c1,6%,0,5%,-6%,-11%,i,0%,2%,0,
C=CCSc1nnc(NC(=O)CSc2nc3ccccc3o2)s1,4%,0,5%,-1%,-8%,i,-10%,3%,2,
CCCn1c(N)c(C(=O)CSc2nnc(-c3ccco3)n2Cc2ccccc2)c(=O)[nH]c1=O,3%,17,18%,20%,-2%,i,-9%,0%,2,
COC(=O)C1=C(C)Nc2ccc(C)cc2S1,9%,9,-17%,-8%,4%,i,3%,-5%,6,
Cn1c(Cc2ccccc2)nnc1SCC(=O)N1CCOCC1,4%,9,2%,8%,-21%,i,-25%,-9%,8,Spn PMK inh pilot replicates=1.0;Spn MK inh pilot replicates=0.0;Spn DPM-DC inh pilot screen %=0.0
Cn1c(=O)[nH]c(=O)c2c1nc(CN1CCN(c3cccc(Cl)c3)CC1)n2CCCc1ccccc1,6%,8,0%,-6%,16%,i,6%,6%,3,

# Other structures
SMILES,Alkaline phosphatase,Spn PMK inh,LYP inhibition,HT1080 viability,HPDE-C7 viability,Spn DPM-DC inh,HPDE-C7K KRASV12,Bfl-1 inhibitors,Spn MK inh,others
CCn1c(SCc2c(F)cccc2Cl)nnc1-c1ccco1,16%,0,-12%,42%,-15%,i,-22%,-3%,0,
O=C1C2(c3ccccc3)CN(CCCO)CC1(c1ccccc1)CN(CCCO)C2,12%,9,-5%,3%,1%,i,9%,-3%,10,
CCN(CC(=O)NCc1cccs1)S(=O)(=O)c1cccc(C(C)=O)c1,1%,11,4%,26%,-11%,i,-12%,-4%,0,
O=C(CN(CC1CCCO1)C(=O)CCC(=O)Nc1nccs1)NCc1ccc2c(c1)OCO2 (stereo not drawn),-1%,16,1%,6%,-12%,i,-12%,-1%,13,
CN1Cc2sc(N)c(C#N)c2CC1(C)C,14%,0,-9%,3%,-5%,i,7%,11%,7,
CCCCNC(=O)CS(=O)Cc1nc(-c2cccs2)oc1C (stereo not drawn),-1%,11,-3%,1%,-1%,i,2%,-7%,4,
Cn1c(=O)c2c(nc(CN3CCN(Cc4ccccc4)CC3)n2Cc2ccc(F)cc2)n(C)c1=O,9%,5,-3%,-1%,11%,i,14%,5%,2,
c1ccn(-c2ncnc3sc4c(c23)CCCC4)c1,14%,15,10%,-2%,-21%,i,-4%,0%,5,
Oc1ccc(-c2nnc(SCC3CCCCC3)o2)cc1,9%,9,.,-3%,-10%,i,-7%,-6%,1,
Cc1cccc(NC2(C(F)(F)F)N=C3SCCN3C2=O)n1 (stereo not drawn),8%,2,10%,.,-10%,i,3%,3%,9,
